# sEH inh: inhibitors of human soluble epoxide hydrolase; P34913; recombinant human sEH enzymatic activity assay; inhibition, % at 2 µM; 91,000 compounds, 0.34% hits; in the data active = inhibition above about 80%; note: values of inactives mirror those of a sister screen read the other way; many of its hits are not listed in these tables
# Target sequence (P34913 whole entry, looked up): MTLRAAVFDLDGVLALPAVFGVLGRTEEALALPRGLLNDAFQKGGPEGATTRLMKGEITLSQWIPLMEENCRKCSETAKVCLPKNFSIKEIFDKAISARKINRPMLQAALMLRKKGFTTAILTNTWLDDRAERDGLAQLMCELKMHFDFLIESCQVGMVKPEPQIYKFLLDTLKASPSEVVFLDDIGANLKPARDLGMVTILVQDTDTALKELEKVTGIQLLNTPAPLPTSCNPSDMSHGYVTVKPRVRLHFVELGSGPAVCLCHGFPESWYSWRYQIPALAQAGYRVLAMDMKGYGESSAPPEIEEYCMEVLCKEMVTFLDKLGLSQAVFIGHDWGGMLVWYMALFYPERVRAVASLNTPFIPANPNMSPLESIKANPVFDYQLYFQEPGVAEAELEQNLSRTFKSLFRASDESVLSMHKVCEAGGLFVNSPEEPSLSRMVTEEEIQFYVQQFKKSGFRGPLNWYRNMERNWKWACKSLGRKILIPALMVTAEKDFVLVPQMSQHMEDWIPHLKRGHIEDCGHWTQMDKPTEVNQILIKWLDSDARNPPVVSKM
# S1P2 antag: blocks the human S1P2 receptor; O95136; cell-based S1P2 antagonist assay, inhibition at 5 uM; inhibition, % at 5 µM; 97,000 compounds, 0.21% hits; in the data active = inhibition above about 45%;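 note: CRE beta-lactamase reporter cells expressing human S1P2 stimulated with S1P; 0% = agonist at EC80 alone and 100% = agonist plus reference antagonist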
# Target sequence (O95136 whole entry, looked up): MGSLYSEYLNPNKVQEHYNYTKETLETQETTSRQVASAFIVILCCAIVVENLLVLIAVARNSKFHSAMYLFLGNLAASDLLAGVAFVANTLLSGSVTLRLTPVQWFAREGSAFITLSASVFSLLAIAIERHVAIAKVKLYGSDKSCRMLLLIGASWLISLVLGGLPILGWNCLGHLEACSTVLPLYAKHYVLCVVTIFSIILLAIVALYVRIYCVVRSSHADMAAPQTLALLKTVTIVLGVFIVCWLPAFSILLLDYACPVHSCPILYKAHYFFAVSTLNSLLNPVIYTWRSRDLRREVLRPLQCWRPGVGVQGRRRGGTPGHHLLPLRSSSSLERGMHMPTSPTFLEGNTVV
# CYP2C19 act: increases human CYP2C19 enzyme activity. activation factor at 5 µM. P33261. 96,000 tested, under 10 active. recombinant CYP2C19, luciferin-H EGE luminescence; hits give high values; 0 = fully inhibited enzyme, 1 = untreated enzyme;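 active = activation factor of at least 2 at 5 µM in the primary screen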;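 note: 0 = wells with 2.5 mM tranylcypromine and 1 = vehicle-only wells; values of inactives mirror those of a sister screen read the other way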
# sEH act: soluble epoxide hydrolase (human) activation | P34913 | purified human sEH enzymatic activity, activator screen | activation, % at 2 µM | 91,000 compounds, 0.04% hits | AID 717; in the data active = activation above about 37%; note: values of inactives mirror those of a sister screen read the other way
# S1P2 ag: S1P2 (human) receptor agonism; O95136; S1P2-expressing cell line, agonist reporter read-out; activation, % at 4.5 µM; 97,000 compounds, 0.46% hits; AID 729; in the data active = activation above about 16%;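 note: 0% = vehicle low control and 100% = maximal reference agonist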
# PostGolgi ctrl: yeast control strain growth, post-Golgi counter-screen; 98,000 compounds, 5% hits; AID 738; efflux-deficient yeast background strain, growth absorbance A615, 16 h; inhibition, % at 10 µM
# PostGolgi yeast: growth inhibition of a yeast mutant, post-Golgi transport screen | post-Golgi transport phenotypic cell assay | inhibition, % at 10 µM | 98,000 compounds, 0.9% hits;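 note: yeast cells grown in 1536-well plates; yeast grown about 18 h at 30C before absorbance read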
# CYP2C19 inhib: blocks human cytochrome P450 2C19; P33261; 96,000 compounds, 21% hits; CYP2C19 Supersomes, luciferin-H EGE luminescence, 30 min; inhibition, % at 5 µM;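 active = CYP2C19 inhibition above a set limit at 5 µM in the primary screen, cut at about 50% in these data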;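 note: plate controls were negative control wells for no effect and 2.5 mM tranylcypromine positive control for full effect; values of inactives mirror those of a sister screen read the other way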
# hDAT+cocaine: changed human dopamine transporter uptake under cocaine IC80; Q01959; LLC-PK1 hDAT cells, [14C]-dopamine uptake with cocaine IC80; actives deviate in either direction; B-score at 10 µM; 110,000 compounds, 1.3% hits;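 active = Z score or B-score, a plate-position-corrected score, falls beyond the plate's 99.7% confidence bounds, in either direction; inactive = both scores lie inside the 99.7% bounds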;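 note: scored against the spread of the other compound wells on the same plate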
# * marks the source's active call; other numbers are inactive results; nt = not tested or not shown. Cut-off read from the data, not from the text of the source, unless noted: active = inhibition above about 30%; inactive = the rest.
structure | S1P2 ag | hDAT+cocaine | CYP2C19 act | PostGolgi ctrl | CYP2C19 inhib | S1P2 antag | PostGolgi yeast | sEH act | sEH inh
CS(=O)(=O)NCCOc1ccc(S(=O)(=O)N2CCCc3ccccc32)cc1 | -3 | 0.95 | 0.2 | 12 | 75* | -23 | -4 | 2 | -2
Cn1c(=O)c2c(nc(CN3CCC(C(N)=O)CC3)n2Cc2c(Cl)cccc2Cl)n(C)c1=O | -6 | 0.29 | 0.8 | -1 | 19 | 6 | 11 | nt | nt
O=C(COc1ccc2ccc(=O)oc2c1)Nc1ccc2c(c1)OCCO2 | -9 | 0.52 | nt | 1 | nt | 10 | 5 | -28 | 28
CCOC(=O)c1ccc(NC(=O)CSc2nccn2C)cc1 | -1 | -0.11 | 0.4 | -5 | 60* | 6 | 1 | -12 | 12
O=C(CCl)NCc1c(Cl)cccc1-n1cccc1 | 2 | -0.96 | 0.8 | -3 | 16 | 7 | 6 | 14 | -13
Cc1cc(-n2c(C)cc(C(=O)CSc3nc4ccccc4c(=O)n3Cc3ccco3)c2C)no1 | -7 | -0.48 | 1 | 3 | 2 | 4 | 1 | -6 | 7
COc1ccc(N2C(=O)C3CCCN3C2c2cccc(C)c2)cc1Cl (centres undefined) | -4 | -1.8 | 0.5 | -7 | 45 | -10 | 15 | nt | nt
CCC1(C)Cc2ccccc2C(Nc2c(C)n(C)n(-c3ccccc3)c2=O)=N1 (centres undefined) | -8 | -0.21 | 1.1 | 4 | -8 | -4 | -12 | 14 | -16
CN(c1ccccc1C(=O)N1CCc2ccccc2C1)S(C)(=O)=O | 0 | -0.27 | 0.1 | 2 | 93* | -5 | 2 | -2 | 4
Cc1ccc(-c2ccc(CCC(=O)O)n2-c2ccc(O)cc2)cc1 | -4 | nt | 1 | -1 | -3 | -3 | -6 | 2 | -3
O=C(O)c1cc2c(ccc3ccccc32)oc1=O | -1 | -0.51 | 1.1 | -2 | -6 | -19 | -5 | 8 | -10
CCOC(=O)CCc1c(C)c2ccc(OCC)c(C)c2oc1=O | -5 | -0.031 | 0.7 | 14 | 25 | -12 | -8 | 5 | -5
COc1cc(-c2nnc(SC(C)C(=O)Nc3c(C)n(C)n(-c4ccccc4)c3=O)o2)cc(OC)c1OC (centres undefined) | 0 | 0.17 | 1 | -6 | 5 | -51 | 13 | 0 | 2
O=C(O)C1C(c2ccccc2)C(C(=O)Oc2ccccc2)C1c1ccccc1 (centres undefined) | -6 | 0.028 | 1.1 | 8 | -6 | 9 | 12 | -3 | 1
CCOc1ccccc1NC(=O)C1CCCN(C(=O)Nc2ccccc2)C1 (centres undefined) | -8 | 0.3 | nt | nt | nt | -7 | nt | -17 | 16

# Entries from the list above containing a halogen, in the order listed:
structure | S1P2 ag | hDAT+cocaine | CYP2C19 act | PostGolgi ctrl | CYP2C19 inhib | S1P2 antag | PostGolgi yeast | sEH act | sEH inh
Cn1c(=O)c2c(nc(CN3CCC(C(N)=O)CC3)n2Cc2c(Cl)cccc2Cl)n(C)c1=O | -6 | 0.29 | 0.8 | -1 | 19 | 6 | 11 | nt | nt
O=C(CCl)NCc1c(Cl)cccc1-n1cccc1 | 2 | -0.96 | 0.8 | -3 | 16 | 7 | 6 | 14 | -13
COc1ccc(N2C(=O)C3CCCN3C2c2cccc(C)c2)cc1Cl (centres undefined) | -4 | -1.8 | 0.5 | -7 | 45 | -10 | 15 | nt | nt

# Remaining list, next part.
structure | S1P2 ag | hDAT+cocaine | CYP2C19 act | PostGolgi ctrl | CYP2C19 inhib | S1P2 antag | PostGolgi yeast | sEH act | sEH inh
CCOC(=O)N1CCC(Nc2c(N3CCN(c4cc(Cl)ccc4C)CC3)c(=O)c2=O)CC1 | -2 | 1 | 0.9 | 14 | 7 | 2 | -1 | nt | nt
c1ccc(Cn2nnnc2C(c2ccncc2)N2CCOCC2)cc1 (centres undefined) | -8 | 0.018 | 0.6 | -2 | 37 | 12 | 6 | -3 | 5
Cc1ccc(-c2nn(CC(=O)NCCN3CCOCC3)c(=O)c3ccccc23)cc1 | -1 | -0.81 | 1.1 | -1 | -13 | -9 | -4 | -1 | 5
COc1ccc(-n2c(Cc3cccn3C)nnc2SCC(=O)NC2CCCC2)cc1 | nt | -0.71 | 0.7 | 8 | 32 | nt | 8 | nt | nt
COc1ccccc1-n1cnnc1SCC(=O)Nc1cc(C(C)(C)C)nn1-c1ccccc1 | -4 | 0.17 | 0.8 | 13 | 24 | 28 | 17 | nt | nt
Cc1ccc(S(=O)(=O)NCCCOC(=O)Nc2ccncc2)cc1 | -12 | 0.32 | 0.1 | -9 | 92* | -12 | -9 | 11 | -11
O=C(CCn1cccc1)Nc1nccs1 | -7 | -0.13 | 1.1 | -1 | -7 | 13 | -11 | -21 | 24
CCOc1ccc(S(=O)(=O)N2c3ccccc3CC2C)cc1 (centres undefined) | 0 | -2.7* | 0.5 | 26 | 52* | -5 | -4 | -6 | 6
Cc1cc(C)nc(SCC(=O)N2CCOCC2)n1 | -6 | 0.089 | 1 | 3 | 2 | 22 | -1 | -5 | 6
CCOC(=O)c1c(C)c(C(=O)NCc2ccccn2)c(C)n1C | -4 | -0.7 | 1.1 | 8 | -8 | 1 | 2 | nt | nt
Cc1ccc(CSCC(=O)Nc2ccc3c(c2)OCO3)cc1 | 1 | -1.3 | 0.4 | 2 | 59* | -1 | 15 | -17 | 14
Cc1ccc(-c2nnc(N3CCN(C(=O)COc4ccccc4)CC3)c3ccccc23)cc1 | -4 | 2.1 | 0.2 | 50* | 79* | 8 | -1 | 13 | -15
O=C(COc1ccccc1F)c1ccc(O)cc1O | -7 | 2.2 | 0.1 | -1 | 92* | -13 | -6 | nt | nt
CC1CCN(C(=O)CN2C(=O)c3ccccc3S2(=O)=O)CC1 | -2 | -0.89 | 0.8 | 4 | 15 | 8 | -3 | nt | nt
CCOC(=O)C1CCN(C(=O)c2ccc(OCC)c(OCC)c2)CC1 | -2 | 0.045 | 1.1 | 8 | -8 | -10 | -9 | 3 | -4

# Full records, looked up by structure. Order of values: S1P2 ag	hDAT+cocaine	CYP2C19 act	PostGolgi ctrl	CYP2C19 inhib	S1P2 antag	PostGolgi yeast	sEH act	sEH inh
# Profile of `CCOC(=O)N1CCC(Nc2c(N3CCN(c4cc(Cl)ccc4C)CC3)c(=O)c2=O)CC1` → -2	1	0.9	14	7	2	-1	nt	nt
# Profile of `O=C(COc1ccccc1F)c1ccc(O)cc1O` → -7	2.2	0.1	-1	92*	-13	-6	nt	nt
# Profile of `O=C(CCn1cccc1)Nc1nccs1` → -7	-0.13	1.1	-1	-7	13	-11	-21	24
# Profile of `Cc1ccc(-c2nnc(N3CCN(C(=O)COc4ccccc4)CC3)c3ccccc23)cc1` → -4	2.1	0.2	50*	79*	8	-1	13	-15

# (more compounds)
structure | S1P2 ag | hDAT+cocaine | CYP2C19 act | PostGolgi ctrl | CYP2C19 inhib | S1P2 antag | PostGolgi yeast | sEH act | sEH inh
COc1ccc(C(=O)Nc2ccc(F)cc2F)cc1OC | -5 | -0.065 | 1 | 9 | -1 | -8 | -1 | 3 | -1
Cc1cc(C(F)(F)F)nc(NCc2cccnc2)n1 | -1 | -0.18 | nt | 14 | nt | 2 | 2 | 6 | -8
c1ccc(-c2nn3nnnc3c3ccccc23)cc1 | -5 | 0.2 | 0.5 | -3 | 52* | -5 | -8 | 2 | 0
COc1ccc2nc(SCC(=O)c3ccco3)[nH]c2c1 | -6 | -0.013 | 0.8 | 22 | 15 | 22 | -5 | -41 | 42
CCOc1ccccc1OCC(O)CNC (centres undefined) | -10 | -0.0077 | 1.3 | 6 | -27 | 2 | -7 | -2 | 8
CCOC(=O)Cc1nnn(CC(=O)OCC)n1 | -5 | -0.02 | 1 | 0 | -2 | -16 | 8 | -4 | 7
O=c1c2cn[nH]c2[nH]c(=S)n1-c1ccccc1 | -2 | -0.93 | nt | nt | nt | 1 | nt | 3 | -2
CCN1CCN(c2ncc(C(=O)Nc3ccccc3C(=O)OC)c3ccccc23)CC1 | -2 | 1.3 | 0.9 | -4 | 10 | 16 | -6 | -6 | 5
O=c1c([N+](=O)[O-])c(N2CCCCC2)c2ccccc2n1-c1ccccc1 | -6 | -0.86 | 1.1 | -7 | -9 | 11 | -4 | -5 | 2
O=C(COC(=O)c1ccccc1C(=O)N1CCN(c2ccc(F)cc2)CC1)NCc1ccccc1 | -3 | 1.5 | 0.2 | 3 | 82* | -2 | 8 | -9 | 10
CCn1c(CNc2ccc(F)cc2)nnc1SCC(=O)N1CCCc2ccccc21 | -7 | 2.2 | 0.4 | 13 | 63* | 25 | -1 | -9 | 9
O=C(c1ccc(S(=O)(=O)N2CCCCC2)cc1)N1CCN=C1SCc1cccnc1 | -1 | -0.26 | 0.9 | 6 | 6 | 13 | 1 | 11 | -13
CCCOC(=O)C1[C@H]2C(=O)N(C(C)c3ccc(OC)cc3)C[C@]23C=C[C@H]1O3 (some centres undefined) | 0 | 1.8 | 0.9 | 7 | 11 | 8 | 3 | 0 | 0
c1ccc2c(c1)nc1n2CCN1 | -4 | -0.39 | nt | nt | nt | -13 | nt | 7 | -4
CCN1CCN(c2nc(SC)nc3sc4c(c23)CC(C)(C)OC4)CC1 | nt | 0.15 | 0.6 | 1 | 43 | nt | 4 | nt | nt

# (list continues)
structure | S1P2 ag | hDAT+cocaine | CYP2C19 act | PostGolgi ctrl | CYP2C19 inhib | S1P2 antag | PostGolgi yeast | sEH act | sEH inh
CC(C)NC(=O)CC(=O)N/N=C/c1ccccc1F | -5 | -0.29 | 1.1 | -4 | -13 | -5 | -1 | -7 | 10
CC(C)Cc1nc2n[nH]c(N)c2c2c1CCCC2 | -3 | 1.1 | 0.9 | 9 | 11 | -42 | 5 | 14 | -17
CCOc1cc(C#N)c(NC(=O)c2cccnc2)cc1OCC | -4 | -1.3 | 1.1 | 0 | -10 | 6 | -8 | 8 | -10
CCOC(=O)c1ccc(NC(=O)c2c(C)[nH]c(C(=O)OCC)c2C)cc1 | nt | -0.12 | 1 | 20 | -1 | nt | 21 | nt | nt
O=C(CN1C(=O)c2cccc3cccc1c23)Nc1ccc2c(c1)OCO2 | 1 | 0.73 | 0.9 | 13 | 7 | -11 | -4 | -8 | 8
Nc1cccc(Nc2nc(OC(C(F)(F)F)C(F)(F)F)nc(OC(C(F)(F)F)C(F)(F)F)n2)c1 | -2 | 0.2 | 0.9 | 25 | 6 | 13 | 4 | 18 | -18
Cc1ccc(C(=O)C(C)OC(=O)C2=COCCO2)cc1C (centres undefined) | -9 | 0.81 | 0.9 | 1 | 14 | 15 | 11 | -9 | 10
Cc1cc(NC(=O)COC(=O)C2CCCN2C(=O)c2cccs2)no1 (centres undefined) | 0 | -0.32 | 1.1 | -5 | -12 | 13 | -7 | 2 | 0

# Screening results deposited in PubChem by several laboratories.

# Compounds were not picked by outcome; 24% or so of the library scored in one or more.
